# Giardia killer – Giardia lamblia killing. AID 540267. activity change, % at 7.66 µM, hits read low. Giardia lamblia trophozoite viability. 340,000 compounds, 0.15% hits; in the data active = activity change below about -80%; inconclusive = between about -30% and that limit;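 also: parasites exposed to compound for two days anaerobically before the ATP read; % is scaled to controls: 0 for no effect and ±100 for the full control effect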
#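 Giardia trophozoites, 100 cells per well, were exposed to compounds for 48 hrs at 37 deg C under anaerobic conditions; viability was then read as ATP content by bioluminescence after 15-30 min at room temperature.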
# NPC1 prom act – NPC1 promoter activation; Huh7 NPC1 promoter luciferase reporter, 24 h; AID 485313; 320,000 compounds, 2.4% hits; Potency, µM (highest dose often 9.22 µM), for inactives: at the top dose activation, usual class: activators;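 also: potency is read from the fitted curve at half-maximal effect; % of control where 0% means no effect; nearly all actives have a fitted effect of over 60% in size; reporter is driven by a mutant NPC1 promoter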
#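 Quantitative HTS used a cell-based reporter: Huh7 cells stably bearing the NPC1 promoter upstream of luciferase were treated with compounds for 24 h, and promoter activation was read as luminescence.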
# RORg inh – blocks mouse ROR gamma transcriptional activity; 310,000 compounds, 5.4% hits; Drosophila S2 Gal4-RORgamma UAS-luciferase reporter, 20 h; P51450; AID 2551; Potency, µM (top dose mostly 53.6 µM), for inactives: top-dose activity change, negative = inhibition, most hits filed as inhibitors; also: potency is read from the fitted curve at half-maximal effect; % is scaled to controls: 0 for no effect and ±100 for the full control effect; nearly all actives have a fitted effect of over 60% in size
#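 Using a luciferase readout, inhibitors were identified by reduced reporter activity in Drosophila cells coexpressing a copper-inducible Gal4–ROR gamma fusion and UAS-driven Photinus luciferase, incubated 20 hr after 700 uM copper sulfate.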
# BRCA1 expr act – increases BRCA1 expression | MCF7-BRCA1-FFLuc reporter, luminescence, 48 h; response scale: scaled: vehicle 0%, 10 µM genistein 100% | Potency, µM (series often up to 46.1 µM), for the others: top-dose activation, usual class: activators | 380,000 compounds, 1.1% hits | AID 624202; also: potency is read from the fitted curve at half-maximal effect; nearly all actives have a fitted effect of over 80% in size; some results filed as inactive show a strong effect at the top dose
#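 Quantitative HTS in MCF7 cells stably reporting BRCA1 expression via firefly luciferase. Compound treatment lasts 48 h at 37 °C in phenol-red free MEM. Activation is expressed relative to genistein at 10 microM and DMSO.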
# Gal4-VP16 FLuc – Gal4-VP16 reporter inhibition counter-screen | Drosophila S2 Gal4-VP16 UAS-luciferase, luminescence, 20 h | Potency, µM (highest dose often 53.6 µM), for the others: at the top dose activity, negative = inhibition, usual class: inhibitors | 310,000 compounds, 3.5% hits;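 also: Gal4-VP16 expression switched on by copper sulfate through the metallothionein promoter; potency is read from the fitted curve at half-maximal effect; % is scaled to controls: 0 for no effect and ±100 for the full control effect; nearly all actives have a fitted effect of over 50% in size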
# Menin-MLL TR inh – displaces Texas Red mutant MLL peptide from human menin; O00255; Menin + Texas Red MLL mutant peptide, fluorescence polarization; Potency, µM (doses to about 61.6 µM), for the others: at the top dose FP activity change, negative = inhibition, actives largely listed as inhibitors; 270,000 compounds, 0.23% hits; active = well fitted inhibition curve with a large enough effect in the polarisation, with a control signal flat, not every such curve was filed as active; inconclusive = small, poorly fitted or top-dose-only effect, or effect the other way, or a change in a side signal; inactive = no such curve, though single readings can be large or run the other way; the % refers to the polarisation; also: potency is read from the fitted curve at half-maximal effect; % of control where 0% means no effect; many of its hits are not listed in these tables
# p53 reactivator – re-activators of mutant p53; H1299 p53-A138V BP100-luciferase reporter, luminescence, 24 h; AID 504706; Potency, µM (highest dose often 92.2 µM), without a hit: at the highest dose activity change, positive = activation, usual class: activators; 320,000 compounds, 0.063% hits; also: potency is read from the fitted curve at half-maximal effect; % of control where 0% means no effect; nearly all actives have a fitted effect of over 45% in size
#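 H1299 (p53-null), stable ts p53-A138V + BP100-Luc; 1000 cells/well, Opti-MEM/10% FBS; cpd 4 pt, 1:5; 24 h, 37 deg C, 5% CO2; detection reagent 10 min RT; luminescence.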
# Rab9 promoter act – activators of Rab9 promoter; Huh7 Rab9 promoter-luciferase reporter, luminescence, 24 h; 320,000 compounds, 2.8% hits; AID 485297; Potency, µM (top dose mostly 9.22 µM), inactives show at the highest dose activation, negative = inhibition, actives largely listed as activators; also: potency is read from the fitted curve at half-maximal effect; % of control where 0% means no effect; nearly all actives have a fitted effect of over 60% in size
#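 Huh7 cells stably carrying a Rab9 promoter-luciferase reporter, 1500 cells per well in OP-MEM I with 10% FBS, treated with compound 24 hours at 37C. Luciferase activity read by luminescence after 10 minutes with Amplite reagent.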
# FLuc modulator – counter-screen for miR-21 project: firefly luciferase inhibitors or activators; Potency, µM (highest dose often 57.5 µM), for inactives: top-dose activity change, negative = inhibition, actives largely listed as inhibitors; 360,000 compounds, 6.9% hits; purified FLuc, Km substrates, luminescence inhibition; P08659; AID 588342;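 also: potency is read from the fitted curve at half-maximal effect; plate controls were vehicle for no effect and reference inhibitor for full effect; nearly all actives have a fitted effect of over 55% in size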
# Target sequence (P08659 whole entry, looked up): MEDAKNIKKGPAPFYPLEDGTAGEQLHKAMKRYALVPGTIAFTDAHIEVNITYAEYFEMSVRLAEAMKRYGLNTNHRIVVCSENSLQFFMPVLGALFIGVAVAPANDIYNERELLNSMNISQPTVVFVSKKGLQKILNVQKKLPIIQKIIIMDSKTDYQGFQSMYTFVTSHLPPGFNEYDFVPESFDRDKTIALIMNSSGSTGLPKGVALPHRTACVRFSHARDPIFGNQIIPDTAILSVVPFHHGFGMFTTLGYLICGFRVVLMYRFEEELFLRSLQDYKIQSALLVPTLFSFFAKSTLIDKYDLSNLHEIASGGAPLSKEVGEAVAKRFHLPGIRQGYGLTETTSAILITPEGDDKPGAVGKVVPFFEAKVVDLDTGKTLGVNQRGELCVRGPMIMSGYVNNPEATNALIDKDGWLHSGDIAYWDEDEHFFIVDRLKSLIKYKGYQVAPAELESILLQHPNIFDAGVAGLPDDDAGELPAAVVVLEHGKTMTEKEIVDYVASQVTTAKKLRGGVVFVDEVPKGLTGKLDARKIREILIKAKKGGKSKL
#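 Purified P. pyralis luciferase, 10 nM final, with Km-level 10 uM D-luciferin and 10 uM ATP in 50 mM Tris acetate pH 7.5, 10 mM Mg acetate, 0.01% Tween-20, 0.05% BSA; 6-point qHTS titration about 60 µM downward; luminescence read.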
# ELG1 genotox – induces genotoxicity in HEK293T cells with luciferase-tagged ELG1; HEK293T ELG1-luciferase reporter, luminescence, 16 h; Potency, µM (top dose mostly 46 µM), without a hit: at the highest dose activity change, positive = activation, most hits filed as activators; 330,000 compounds, 1.3% hits; AID 504466; also: potency is read from the fitted curve at half-maximal effect; % of control where 0% means no effect; nearly all actives have a fitted effect of over 60% in size
#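 Quantitative HTS format in 1536-well plates. HEK293T ELG1-luciferase reporter cells receive test compound and are incubated 16 hr at 37 °C, 5% CO2; ONE-Glo added, 30 min room temperature, then luminescence read.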
# PKM2 activator – activators of human pyruvate kinase M2 | P14618 | purified PKM2, Kinase-Glo ATP luminescence, activation; response scale: 0% is enzyme alone, no compound | Potency, µM (top dose mostly 57.5 µM), without a hit: top-dose activation, usual class: activators | 260,000 compounds, 0.34% hits; also: potency is read from the fitted curve at half-maximal effect; % is scaled to controls: 0 for no effect and ±100 for the full control effect; nearly all actives have a fitted effect of over 55% in size
# Target sequence (P14618 whole entry, looked up): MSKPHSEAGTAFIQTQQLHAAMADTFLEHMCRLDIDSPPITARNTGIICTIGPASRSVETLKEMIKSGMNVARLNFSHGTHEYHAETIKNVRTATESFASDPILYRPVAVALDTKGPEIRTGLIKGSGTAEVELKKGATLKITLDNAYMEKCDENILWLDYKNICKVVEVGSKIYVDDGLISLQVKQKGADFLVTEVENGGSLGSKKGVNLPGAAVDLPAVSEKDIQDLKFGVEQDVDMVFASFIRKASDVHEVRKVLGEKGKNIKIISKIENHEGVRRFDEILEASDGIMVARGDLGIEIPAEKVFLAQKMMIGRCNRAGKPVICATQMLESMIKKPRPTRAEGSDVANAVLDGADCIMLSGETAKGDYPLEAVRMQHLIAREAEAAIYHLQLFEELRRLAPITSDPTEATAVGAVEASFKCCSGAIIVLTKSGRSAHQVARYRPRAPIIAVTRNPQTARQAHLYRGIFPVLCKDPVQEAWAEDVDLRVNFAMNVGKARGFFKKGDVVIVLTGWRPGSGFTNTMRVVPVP
#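 hPK-M2, >95% pure; 0.1 mM ADP / 0.5 mM PEP final; imidazole pH7.2 buffer w/ 7 mM MgCl2, 50 mM KCl; 1 h RT; Kinase-Glo lum. Intermediate enzyme activity for dual inhibitor/activator qHTS.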
# * marks the source's active call; other numbers are inactive results; u = inconclusive; x = no result given; [ ] = dose if it differs, or a comment. Unless noted, calls follow the shape of the dose curve; as a rule, active = well fitted curve in the direction sought with a large enough effect; inconclusive = small, poorly fitted or top-dose-only effect, or another doubt; inactive = no such curve, though single readings can be large; an effect the other way counts as inactive or inconclusive.
canonical_smiles,Giardia killer,NPC1 prom act,RORg inh,BRCA1 expr act,Gal4-VP16 FLuc,Menin-MLL TR inh,p53 reactivator,Rab9 promoter act,FLuc modulator,ELG1 genotox,PKM2 activator
CC(=O)c1sc(NC(C)c2ccccc2)nc1C (stereo not drawn),33[activator],1%,12%,-4%,8%,10%,9%,-7%,-2%,18%,1%
N#Cc1cc([N+](=O)[O-])ccc1NC(=O)COC(=O)CC1CCCC1,5,0%,2%,2%,3%,x,-5%,-4%,2%,-5%,-3%
O=C(NCCc1ccc(Cl)cc1)C1CCN(c2cnccn2)CC1,13,-3%,2%,3%,-1%,4%,0%,3%,4%,-8%,-3%
Cn1cc(CC(=O)NCc2ccc(F)cc2)c2ccccc21,-11,-4%,36%,24%,2%,-19%,8%,1%,u,-7%,x
O=C(c1ccncc1)N1CCN(C(=O)c2ccco2)CC1,-23,-4%,-16%,-2%,2%,3%,1%,-3%,3%,-2%,4%
CCOc1ccc(NC(=O)c2c(NC(=O)CNCCN3CCOCC3)sc3c2CCC3)cc1,-13,-2%,0.56µM*,-18%,0.1µM*,u,-12%,-3%,2%,-10%,6%
CCOCC(=O)Nc1cccc(SC)c1,8,4%,5%,-1%,1%,0%,8%,2%,-8%,6%,8%
CCOc1ccc(C(=O)Nc2ccc(N3CCN(S(C)(=O)=O)CC3)cc2)cc1[N+](=O)[O-],-1,2%,19%,2%,3%,u,-1%,1%,-1%,-1%,-1%
COC(=O)C1C/C(=N\NS(=O)(=O)c2ccc(C)cc2)c2ccsc2C1 (stereo not drawn),1,-2%,0%,-1%,-5%,-2%,-5%,-2%,1%,-1%,2%
COc1ccc(C(=O)Nc2ccccc2C(=O)NCc2ccco2)cc1,10,0%,u,4%,6%,33%[activator],-1%,-1%,u,3%,-1%
C=C1CCN([C@@H](C)C(=O)OCc2ccc(C)cc2)S(=O)(=O)c2ccccc21,-13,-3%,8%,-1%,-1%,x,6%,2%,-2%,-2%,1%
O=C(CCCN1C(=O)/C(=C/c2ccccc2Cl)SC1=S)NNC(=O)c1ccccc1,-12,-9%,3.2µM*,-81%,7.1µM*,-13%,-36%[inhibitor],-11%,-2%,1%,5%
COc1ccc(Cl)cc1N1C(=O)CC(N2CCc3ccccc32)C1=O (stereo not drawn),22,1%,22%,-2%,3%,5%,-2%,-4%,7%,4%,3%
COC(=O)C1CCN(C(=O)COc2cc3sc(C)nc3c3sccc23)CC1,1,-2%,-9%,1%,1%,-18%,-2%,-1%,0%,3%,3%
CC(=O)c1c(Cl)nc2ccc(Br)cc2c1-c1ccccc1,u,1%,-3%,-11%,-2%,-10%,9%,4%,1%,-7%,1%
Cc1cccc(Nc2ncnc(N)n2)c1,5,12%,-10%,89%,-12%,-2%,2%,20%,-15%,u,-2%
O=C(Cc1nc2ccccc2[nH]1)NCc1ccco1,u,-3%,u,0%,-2%,9%,-1%,-2%,0%,1%,-8%
CN(C)C(=O)N1CCN(C(=O)N2CCOCC2)CC1,8,-2%,-17%,-15%,1%,10%,-4%,0%,0%,0%,-7%
CCOC(=O)c1ccc(NC(=O)CC2Sc3ncnn3C2=O)cc1 (stereo not drawn),-2,-2%,u,-5%,22µM*,22%,7%,-2%,u,-15%,13%
O=C(NCN1CCN(CCO)CC1)c1cnccn1,-20,-1%,-5%,-5%,1%,-9%,0%,-5%,1%,-1%,-1%
Cc1ccc(NC(=O)CN2C(=O)C(=O)N(C3CCCC3)C2=O)c(Cl)c1,-26,-4%,x,2%,x,x,19%,-4%,2%,3%,x
O=C(CCCn1ncn2c(cc3occc32)c1=O)N1CCc2ccccc2C1,12,-2%,u,-10%,-11%,1%,-5%,-5%,1%,0%,4%
O=C(COc1ccccc1)Nc1ccc(Cl)c(-c2nc3ncccc3o2)c1,7,1%,u,20%,23%,10%,16%,0%,0%,8%,5%
N#Cc1ccccc1NS(=O)(=O)c1cc2c3c(c1)CCC(=O)N3CCC2,-27,0%,x,-13%,x,x,2%,-6%,13%,0%,x
CC(C)COC(=O)c1ccc(N2C(=O)c3ccccc3C2=O)cc1,7,0%,2%,-4%,-4%,-3%,2%,-1%,-3%,-5%,-6%
Cc1ccc(-n2c(N)c(C(N)=O)sc2=S)c(C)c1,37[activator],0%,-6%,3%,7%,5%,0%,5%,-15%,0%,-5%
CN(C(=O)CCS(=O)(=O)c1ccc2c(c1)oc(=O)n2C)C1CCCCC1,5,1%,-10%,-2%,-1%,x,-3%,0%,4%,0%,x
CCNC(=S)N(CCc1c(C)[nH]c2ccc(C)cc12)Cc1ccco1,-7,0%,11µM*,-52%,-10%,7%,2%,-2%,1%,-8%,1%
COc1ccc(CNC(=O)CN2CCN(c3cccc(C)c3C)CC2)cc1,2,-3%,20%,-21%,-3%,u,-3%,-1%,-3%,-2%,x
O=S(=O)(c1ccc(Br)s1)N1CCN(c2ccnc3cc(Cl)ccc23)CC1,10,4%,-42%,-44%,u,x,-6%,-3%,-3%,1%,20%
CC(C)n1cnc2cc(NC(=O)c3ccco3)ccc21,u,1.1µM*,-41%,u,-20%,-1%,u,1.8µM*,11µM*,u,2%
CCC[N+](CC#Cc1ccccc1)(CCC)CC(=O)c1ccc(Cl)cc1,-1,-7%,15%,-82%,u,-7%,7%,0%,0%,-1%,-13%
O=C(NCCN1CCCCC1)Nc1ccc([N+](=O)[O-])cc1,-8,-3%,-29%[1.91 µM],-1%,-8%,-10%,14%,3%,-1%,0%,-6%
O=Cc1c[nH]c2ccc(S(=O)(=O)N3CCOCC3)cc12,-5,0%,3%,-24%,3%,8%,3%,-4%,-1%,1%,-8%
O=C(O)COc1ccc(/C=N/NC(=O)C2CCCN2S(=O)(=O)c2ccc(Cl)cc2)cc1 (stereo not drawn),-10,1%,4%,-1%,0%,8%,0%,14%,-1%,-1%,6%
CCOc1ccccc1NC(=O)c1ccc(S(=O)(=O)N2CCOCC2)cc1,-5,0%,16%,4%,-2%,1%,-10%,4%,-1%,1%,-1%
COC1CCCCC1NS(=O)(=O)c1ccc(Cl)cc1 (stereo not drawn),6,-1%,-1%,0%,-4%,-10%,-3%,-3%,0%,-4%,10%
CCc1ccc(N2CC(C(=O)N3CCN(c4ccccn4)CC3)CC2=O)cc1 (stereo not drawn),16,-2%,x,-13%,x,x,-1%,-5%,-3%,-4%,x
COc1ccc(NC(=O)CN(C)C(=O)c2cc3c(s2)CCC(C)C3)cc1 (stereo not drawn),0,-4%,-2%,3%,27%,x,-3%,4%,15µM*,10%,5%
COc1ccc(C=O)cc1COc1ccccc1F,9,-5%,-12%,-43%,5%,-17%,0%,-2%,1%,3%,0%

# Arranged by the number under NPC1 prom act (low to high): some entries from above.
canonical_smiles | NPC1 prom act | RORg inh | BRCA1 expr act | Menin-MLL TR inh | p53 reactivator | Rab9 promoter act | PKM2 activator
CCc1ccc(N2CC(C(=O)N3CCN(c4ccccn4)CC3)CC2=O)cc1 (stereo not drawn) | -2% | x | -13% | x | -1% | -5% | x
COC1CCCCC1NS(=O)(=O)c1ccc(Cl)cc1 (stereo not drawn) | -1% | -1% | 0% | -10% | -3% | -3% | 10%
O=Cc1c[nH]c2ccc(S(=O)(=O)N3CCOCC3)cc12 | 0% | 3% | -24% | 8% | 3% | -4% | -8%
O=C(O)COc1ccc(/C=N/NC(=O)C2CCCN2S(=O)(=O)c2ccc(Cl)cc2)cc1 (stereo not drawn) | 1% | 4% | -1% | 8% | 0% | 14% | 6%

# A stretch from further up:
canonical_smiles,Giardia killer,NPC1 prom act,RORg inh,BRCA1 expr act,Gal4-VP16 FLuc,Menin-MLL TR inh,p53 reactivator,Rab9 promoter act,FLuc modulator,ELG1 genotox,PKM2 activator
CC(C)n1cnc2cc(NC(=O)c3ccco3)ccc21,u,1.1µM*,-41%,u,-20%,-1%,u,1.8µM*,11µM*,u,2%
CCC[N+](CC#Cc1ccccc1)(CCC)CC(=O)c1ccc(Cl)cc1,-1,-7%,15%,-82%,u,-7%,7%,0%,0%,-1%,-13%

# These rows are one share of the data. The share of hits here may be higher or lower than overall.
